AGP1-GFP MLPCN: yeast TOR pathway AGP1-GFP modulation | S. cerevisiae AGP1-GFP multiplex flow cytometry, 3 h; GFP as percent of DMSO wells | GFP response vs DMSO, % at 10 µM | hit rate 0.02% among 320,000 | AID 2066;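 active means GFP response relative to DMSO above a set limit, near screen average plus 3 SD, cut at about 150% in these data; inconclusive means fewer than 70 cells counted for the yeast strain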;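 further: median GFP channel fluorescence of the gated AGP1 strain per well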
LAP4 TOR yeast: yeast TOR pathway LAP4-GFP modulation. S. cerevisiae LAP4-GFP multiplex, flow cytometry GFP, 3 h; median GFP as percent of DMSO wells. GFP response vs DMSO, % at 10 µM. hit rate 0.34% among 320,000;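 active means GFP response vs DMSO above a set limit, about the screen mean plus 3 SD, cut at about 150% in these data; inconclusive means under 70 cell events counted for the yeast strain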
GRK2 aptamer HTS: inhibitors of human GRK2 displacing RNA aptamer; P25098; AID 488847; hit rate 0.59% among 330,000; bead flow cytometry, FAM-aptamer displacement from GRK2; inhibition of aptamer binding, % at 10 µM;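 active means inhibition of aptamer binding above 40%, roughly 3 SD of noise, on plates passing a quality check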;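 further: median bead fluorescence of bound FAM aptamer so fluorescent compounds give negative values; no value below 0 was filed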
Target sequence (P25098 whole entry, looked up): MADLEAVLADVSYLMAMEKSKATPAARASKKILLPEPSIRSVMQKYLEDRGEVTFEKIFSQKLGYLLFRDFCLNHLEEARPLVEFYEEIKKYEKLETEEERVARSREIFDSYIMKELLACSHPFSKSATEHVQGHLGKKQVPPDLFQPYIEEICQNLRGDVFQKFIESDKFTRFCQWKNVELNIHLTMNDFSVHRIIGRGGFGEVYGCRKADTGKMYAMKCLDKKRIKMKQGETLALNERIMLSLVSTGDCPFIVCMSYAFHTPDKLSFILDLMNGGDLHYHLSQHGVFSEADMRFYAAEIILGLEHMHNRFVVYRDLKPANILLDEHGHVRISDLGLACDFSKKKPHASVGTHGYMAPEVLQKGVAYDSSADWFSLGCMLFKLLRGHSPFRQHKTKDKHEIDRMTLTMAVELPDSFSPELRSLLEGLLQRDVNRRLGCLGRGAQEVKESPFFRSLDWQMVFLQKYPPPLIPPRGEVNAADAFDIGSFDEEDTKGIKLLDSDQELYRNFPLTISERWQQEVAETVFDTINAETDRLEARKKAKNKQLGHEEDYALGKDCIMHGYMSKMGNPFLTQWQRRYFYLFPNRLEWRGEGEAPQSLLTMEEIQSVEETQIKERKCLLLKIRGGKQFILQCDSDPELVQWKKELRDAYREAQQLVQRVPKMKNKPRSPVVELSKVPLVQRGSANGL
VLA-4 inh: inhibition in a human VLA-4 binding assay; P13612; VLA-4 expressing cells, ligand binding flow cytometry; inhibition, % (about 7 µM as worked out from the volumes in the protocol); hit rate 0.2% among 330,000; AID 2557; in the data active means inhibition above about 50%
Yeast superoxide: yeast age-related superoxide inhibition as caloric restriction mimetic; S. cerevisiae aged cells, superoxide DHE fluorescence; active compounds read low; superoxide response (% of plate mean), % at 10 µM; hit rate 0.18% among 330,000;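 active means superoxide response under a set limit, about three screen SD below normal, cut at about 65% in these data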;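 further: yeast aged for seven days with compound at 30 °C before DHE staining; 100% = average MFI of all compound-treated wells on the plate with controls excluded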
CIT2-GFP yeast: yeast TOR pathway CIT2-GFP modulation. S. cerevisiae CIT2-GFP strain, flow cytometry, 3 h; 100 means same as DMSO wells. GFP response vs DMSO, % at 10 µM. hit rate 0.065% among 320,000. AID 2029;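 active means GFP response relative to DMSO above a set limit, near the screen mean plus 3 SD, cut at about 150% in these data; inconclusive means Fewer than 70 cells measured for a yeast strain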;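 further: ratio of well median GFP fluorescence to mean of DMSO wells on the plate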
MEP2 TOR yeast: modulators of TOR pathway MEP2-GFP in S. cerevisiae; S. cerevisiae MEP2-GFP strain, flow cytometry GFP, 3 h; 100% = DMSO control level; GFP response vs DMSO, % at 10 µM; hit rate 0.51% among 330,000; AID 2016;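 active means GFP response versus DMSO above a set limit, roughly screen mean plus 3 SD, cut at about 180% in these data; inconclusive means fewer than 70 cells counted for a yeast strain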;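 further: median GFP fluorescence of the barcode-gated MEP2-GFP cells per well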
RPL19A-GFP yeast: modulators of TOR pathway RPL19A-GFP in S. cerevisiae; percent response vs DMSO, % at 10 µM; S. cerevisiae RPL19A-GFP strain, flow cytometry, 3 h; active compounds read low; AID 2025; hit rate 0.3% among 330,000;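 active means percent response vs DMSO below 50%; inconclusive means fewer than 70 events counted for the yeast strain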;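 further: median channel GFP fluorescence of the barcoded RPL19A-GFP strain; ratio of sample median GFP to plate DMSO average so 100% = DMSO; lower means less RPL19A-GFP as with rapamycin TOR inhibition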
* = called active by the depositor; ? = inconclusive; . = no result given; [ ] = dose if it differs, or a comment.

SMILES	AGP1-GFP MLPCN	LAP4 TOR yeast	GRK2 aptamer HTS	VLA-4 inh	Yeast superoxide	CIT2-GFP yeast	MEP2 TOR yeast	RPL19A-GFP yeast
COc1ccc(-n2c(C)cc(C(=O)CN3C(=O)NC4(CCCc5sccc54)C3=O)c2C)cc1 (stereo unspecified)	97	87	0	1	109	100	98	103
COC(=O)c1cc2ccc(OC)c(OC)c2c(=O)s1	97	109	0	1	90	102	99	98
CC1(C)CC(=O)c2cnc(NC(=O)CSc3nc4ccccc4o3)nc2C1	104	101	0	-11	111	96	105	98
Cc1ccc(-n2c(SCC(=O)N3CCOCC3)nc(O)c(Cc3ccccc3)c2=O)cc1	99	71	2	20	110	108	90	110
COc1ccccc1-c1coc2c(CN3CCN(CCO)CC3)c(O)ccc2c1=O	96	98	2	3	95	95	95	91
CC(C)C[C@H](N)c1nnc(SCc2ccc(Cl)cc2)o1	105	108	0	-1	88	104	103	99
CC(C)C(C)NC(=O)CN1C(=O)NC2(CCc3ccccc32)C1=O (stereo unspecified)	96	105	0	9	90	89	101	93
CC(=O)N1CCN(C2=NC(=O)/C(=C/c3ccc(OS(=O)(=O)c4ccccc4)cc3)S2)CC1	96	92	0	26	91	103	114	96
COc1cccc(C(=O)OCC(=O)c2c[nH]c3ccccc23)c1O	105	117	0	-1	92	97	108	101
O=C(O)/C=C/c1cccc(NC(=O)Nc2ccc([N+](=O)[O-])cc2)c1	107	101	1	-7	100	107	106	110
Cc1ccc(NC(=S)NNC(=O)c2ccc(N3CCOCC3)c([N+](=O)[O-])c2)cc1C	101	94	0	27	115	94	96	106
O=C(NC1CCCC1)c1cccc(Cn2cc([N+](=O)[O-])cn2)c1	99	92	1	0	114	101	102	102
Cc1noc(C)c1S(=O)(=O)N(C)C[C@H]1Oc2c(NC(=O)NC3CCCCC3)cccc2C(=O)N([C@H](C)CO)C[C@@H]1C	99	108	3	-1	80	99	99	98
CCOC(=O)c1ccccc1NC(=O)[C@@H]1CCCN1C(=O)OC(C)(C)C	97	95	1	7	95	99	111	101
O=C(NCC(c1ccco1)N1CCN(c2ccc(F)cc2)CC1)C1CCCCC1 (stereo unspecified)	101	98	6	13	107	94	103	97

Some of the entries so far, with values under each structure.
Results follow in this order: AGP1-GFP MLPCN	LAP4 TOR yeast	GRK2 aptamer HTS	VLA-4 inh	Yeast superoxide	CIT2-GFP yeast	MEP2 TOR yeast	RPL19A-GFP yeast
- Cc1noc(C)c1S(=O)(=O)N(C)C[C@H]1Oc2c(NC(=O)NC3CCCCC3)cccc2C(=O)N([C@H](C)CO)C[C@@H]1C
    99	108	3	-1	80	99	99	98
- CCOC(=O)c1ccccc1NC(=O)[C@@H]1CCCN1C(=O)OC(C)(C)C
    97	95	1	7	95	99	111	101

Next part.
SMILES	AGP1-GFP MLPCN	LAP4 TOR yeast	GRK2 aptamer HTS	VLA-4 inh	Yeast superoxide	CIT2-GFP yeast	MEP2 TOR yeast	RPL19A-GFP yeast
CN(C)S(=O)(=O)c1ccc(C(=O)OCC(=O)Nc2ccccc2OC(F)F)cc1	93	97	0	20	109	97	98	92
CC(C)Oc1ccc(S(=O)(=O)N2CCCCC2)cc1NC(=O)C1CCCC1	97	99	2	4	136	83	99	97
Nc1nc2c(nc(N3CCCCC3)n2[C@@H]2O[C@H](CO)[C@@H](O)[C@H]2O)c(=O)[nH]1	101	98	93*	21	89	91	103	97
Cc1ccc2nc(Cl)c(C3CC(c4ccco4)=NN3C(=O)CCCC(=O)O)cc2c1 (stereo unspecified)	99	101	1	-4	106	95	108	101
N#Cc1ccc(/C=N/NC(=O)c2cccc(S(=O)(=O)N3CCOCC3)c2)cc1	97	100	0	1	84	98	97	98
CC(C)c1csc(CN2CCCC(CNC(=O)c3cccc4ccccc34)C2)n1 (stereo unspecified)	98	92	0	-5	86	96	98	96
CCN(CC)S(=O)(=O)c1ccc(C(=O)NCc2ccc(C)cc2)cc1	97	99	0	11	82	99	102	97
COc1ccc(OC)c(/C=N/NC(=O)c2csc3ccccc23)c1	91	88	0	-2	126	89	94	97
Cc1ccccc1S(=O)(=O)N1[C@@H](c2ccc(Cl)cc2)C(C(=O)O)=CC[C@H]1c1ccc(Cl)cc1	97	98	2	33	97	89	99	103
Cc1cc(C(C)(C)C)oc1C(=O)N(CC(=O)NC1CCCC1)Cc1ccccc1Cl	92	96	4	-2	118	87	98	94
CCCn1nc(NC(=O)COC)c2cc3cccc(C)c3nc21	95	110	1	-4	79	94	98	97
O=C(CSc1nnnn1C1CCCC1)NCc1ccccc1	101	97	0	-2	109	101	105	97
CCc1c(C2(O)CCCCC2)[nH]c2ccc(C#N)cc12	82	118	0	-14	105	78	91	101
COC(=O)CCNS(=O)(=O)c1ccc2ccccc2c1	99	89	3	4	112	107	106	106
NC(=O)c1cc([N+](=O)[O-])ccc1NCC1CCCCC1	93	107	0	-4	100	96	92	104

Sorted by value in VLA-4 inh (highest first): 3 from the list above
SMILES	VLA-4 inh
Cc1ccccc1S(=O)(=O)N1[C@@H](c2ccc(Cl)cc2)C(C(=O)O)=CC[C@H]1c1ccc(Cl)cc1	33
CCOC(=O)c1ccccc1NC(=O)[C@@H]1CCCN1C(=O)OC(C)(C)C	7
N#Cc1ccc(/C=N/NC(=O)c2cccc(S(=O)(=O)N3CCOCC3)c2)cc1	1

(next part)
SMILES	AGP1-GFP MLPCN	LAP4 TOR yeast	GRK2 aptamer HTS	VLA-4 inh	Yeast superoxide	CIT2-GFP yeast	MEP2 TOR yeast	RPL19A-GFP yeast
O=C(CN1C(=O)/C(=C2\SC(=S)N(C3CCS(=O)(=O)C3)C2=O)c2ccccc21)Nc1ccc(F)cc1 (stereo unspecified)	107	110	.	3	97	98	105	103
O=C(N/N=C/c1ccc[nH]1)c1cccnc1	108	109	3	-6	107	102	119	103
Cc1ccc(S(=O)(=O)/N=C(\c2ccccc2)N(C)S(=O)(=O)c2ccc(C)cc2)cc1	101	106	66*	2	92	100	102	101
CCc1ccc(NC(=O)N2CCc3ccccc3C2)cc1	78	95	5	0	91	77	98	109
Cc1ccc2[nH]c(=O)c(CN(CCCN(C)C)C(=O)Nc3ccc(Cl)cc3)cc2c1	97	100	0	10	93	104	101	101
COC(=O)c1c(N)sc(C(=O)N2CCOCC2)c1C	.	87	0	4	103	85	86	88
CCOc1ccc(C(=O)C(c2ccccc2)N2CCOCC2)cc1 (stereo unspecified)	101	101	11	4	94	101	99	99
COc1ccc(S(=O)(=O)N2CCN(C(=O)c3cccs3)CC2)cc1	?	?	0	30	92	?	?	?
O=C(Nc1cccc(F)c1)C1CCCN(c2cnccn2)C1 (stereo unspecified)	106	102	0	-12	99	116	109	109
COc1ccc(C(=O)Nc2ccc(-c3cn4ccsc4n3)cc2)cc1S(=O)(=O)N1CCOCC1	104	103	0	-6	99	98	104	102
O=C(NCCCc1ccccc1)C1CCN(c2nnc(-n3cccc3)s2)CC1	98	104	0	25	119	91	98	96
NS(=O)(=O)c1ccc(CCNC(=O)Cn2c(=O)c3cccn3c3cccnc32)cc1	101	97	0	14	119	103	104	103
O=Cc1ccc(Oc2ccc(F)cc2)nc1	107	108	9	-4	94	102	98	101
COc1ccc(Cl)cc1NC(=S)NCc1cccnc1	86	102	0	14	116	94	98	95
O=S(=O)(NCCCNS(=O)(=O)c1c(F)cccc1F)c1ccc2c(c1)OCCO2	102	104	0	0	110	101	103	97
O=C(O)Cc1ccc(NC(=O)C2CC=CCC2C(=O)O)cc1 (stereo unspecified)	99	103	44*	5	103	96	106	98
COCCCNC(=O)c1ccc(C(=O)NCCCOC)cc1	103	104	1	12	101	104	101	101
COc1cccc(C2C(C(N)=O)=C(C)Nc3nc(-c4cccc(Cl)c4)nn32)c1 (stereo unspecified)	104	101	0	7	96	108	97	102
COc1ccc(NC(=O)c2ccc(NCCN3C(=O)CCC3=O)c([N+](=O)[O-])c2)cc1	115	116	7	26	100	113	111	114
O=C(CCn1c(=O)oc2cc(Cl)ccc21)Nc1ccc(O)cc1	105	102	0	0	104	110	103	101
Cc1cc2c(cc1S(=O)(=O)N(C)C1CCCCC1)OCC(=O)N2	100	101	0	3	85	99	99	100
O=C(NCc1cccnc1)c1ccc([N+](=O)[O-])o1	96	91	2	3	143	98	95	106
Cn1c(SCC(=O)Nc2ccc3cn[nH]c3c2)nnc1-c1cccs1	110	110	7	3	99	116	109	109
CCOc1ccc(Cc2nn[nH]n2)cc1	107	95	0	12	116	104	97	101
CC1=NN(C(=O)Cc2ccc([N+](=O)[O-])cc2)C(O)(C(F)(F)C(F)(F)F)C1 (stereo unspecified)	83	107	1	2	89	105	116	94
COc1ccc(C)cc1NC(=O)NNS(=O)(=O)c1ccc(NC(C)=O)cc1	95	95	.	-2	102	99	101	97
Cc1cc(C)cc(NS(=O)(=O)c2ccc(NC(=O)C3CCCCC3C(=O)O)cc2)c1 (stereo unspecified)	105	98	0	-1	96	102	106	102
COc1ccc(C(CNC(=O)COc2ccccc2C)N2CCOCC2)cc1 (stereo unspecified)	101	95	0	-1	92	83	89	88
CC12c3ccccc3C(c3ccccc31)C1C(=O)N(Cc3cccnc3)C(=O)C12 (stereo unspecified)	109	100	1	5	92	94	107	99
Cc1cc(C(=O)N2CCCC(C(=O)c3ccc4ccccc4c3)C2)n(C)n1 (stereo unspecified)	106	96	2	7	80	113	102	101
Cc1nc(CC(=O)Nc2nc(-c3ccccc3)cs2)cs1	88	102	2	3	89	80	93	91
C=CCNC(=S)N/N=C/c1ccc(OCc2ccccc2)cc1	105	101	0	-25	93	104	97	100
Cc1ccc(S(=O)(=O)N[C@@H](C)C(=O)N2CCC(C(=O)N[C@@H](Cc3ccccc3)C(=O)O)CC2)cc1	92	90	2	6	113	92	103	96
COC(=O)[C@H](CC(C)C)NC(=O)Nc1ccccc1F	98	99	0	1	88	89	93	94
Cc1cc(=S)c2ccccc2[nH]1	98	111	1	3	93	86	101	95
c1ccc2c(c1)nc(N1CCOCC1)c1c3ccccc3[nH]c21	?	109[may fluoresce violet]	1	-8	96	?	?	92[may fluoresce violet]
Cc1nc(-c2ccc(Cl)cc2)sc1C1(C)CC(c2c(Cl)cccc2Cl)=NO1 (stereo unspecified)	101	91	2	4	97	98	96	96

Entries of single compounds, looked up by structure. Order of screens: AGP1-GFP MLPCN, LAP4 TOR yeast, GRK2 aptamer HTS, VLA-4 inh, Yeast superoxide, CIT2-GFP yeast, MEP2 TOR yeast, RPL19A-GFP yeast
Entry for `C=CCNC(=S)N/N=C/c1ccc(OCc2ccccc2)cc1` = 105, 101, 0, -25, 93, 104, 97, 100
Entry for `Cc1ccc(S(=O)(=O)N[C@@H](C)C(=O)N2CCC(C(=O)N[C@@H](Cc3ccccc3)C(=O)O)CC2)cc1` = 92, 90, 2, 6, 113, 92, 103, 96
Entry for `Cc1nc(CC(=O)Nc2nc(-c3ccccc3)cs2)cs1` = 88, 102, 2, 3, 89, 80, 93, 91
